Screening results from PubChem BioAssay.
PostGolgi yeast: growth inhibition of a yeast mutant, post-Golgi transport screen | post-Golgi transport phenotypic cell assay | inhibition, % at 10 µM | actives 0.9% (n = 98,000) | AID 739;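 further: yeast cells grown in 1536-well plates; yeast grown about 18 h at 30C before absorbance read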
CYP2C9 act: activators of human CYP2C9 | P11712 | recombinant CYP2C9, luciferin-H conversion, luminescence; hits give high values; factor 1 = untreated enzyme, 0 = blocked | activation factor at 5 µM | actives 1.4% (n = 96,000) | AID 1024;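 active means activation factor of 2 or more for CYP2C9 at a 5 µM dose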;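 further: 0 = sulfaphenazole-blocked wells and 1 = vehicle-only wells; values of inactives mirror those of a sister screen read the other way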
LYP act: LYP (human) phosphatase activation. Q9Y2R2. recombinant LYP, DiFMUP fluorescence; 0 = plate median, 100 = signal doubled. activation, % at 2 µM. actives 0.11% (n = 96,000);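 active means activation at 2 µM above a set limit, the mean plus 5 SD, cut at about 37% in these data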
Target sequence (Q9Y2R2 whole entry, looked up): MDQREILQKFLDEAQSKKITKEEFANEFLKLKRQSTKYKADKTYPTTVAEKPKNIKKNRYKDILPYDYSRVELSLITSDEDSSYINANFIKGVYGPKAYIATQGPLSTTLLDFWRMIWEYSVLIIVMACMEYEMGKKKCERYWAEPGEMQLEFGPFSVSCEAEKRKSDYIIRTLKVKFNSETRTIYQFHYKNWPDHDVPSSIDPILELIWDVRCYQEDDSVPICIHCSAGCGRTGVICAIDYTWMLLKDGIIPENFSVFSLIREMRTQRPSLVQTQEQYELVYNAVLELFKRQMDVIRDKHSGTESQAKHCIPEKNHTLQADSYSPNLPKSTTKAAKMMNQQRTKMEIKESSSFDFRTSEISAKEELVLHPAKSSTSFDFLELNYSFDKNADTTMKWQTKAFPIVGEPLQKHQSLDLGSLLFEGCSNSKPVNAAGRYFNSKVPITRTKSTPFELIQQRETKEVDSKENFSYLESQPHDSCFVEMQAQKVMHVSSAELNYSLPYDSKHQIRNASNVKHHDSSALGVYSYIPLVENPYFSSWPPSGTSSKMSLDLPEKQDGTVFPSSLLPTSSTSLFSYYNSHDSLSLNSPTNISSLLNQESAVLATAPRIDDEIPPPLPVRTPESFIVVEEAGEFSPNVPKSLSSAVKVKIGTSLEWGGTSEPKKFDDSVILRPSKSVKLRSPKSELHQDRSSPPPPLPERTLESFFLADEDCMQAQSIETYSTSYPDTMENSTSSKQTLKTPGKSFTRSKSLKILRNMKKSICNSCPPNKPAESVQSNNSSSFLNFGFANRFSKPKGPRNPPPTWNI
PostGolgi ctrl: inhibits growth of the yeast control strain | efflux-deficient yeast background strain, growth absorbance A615, 16 h | inhibition, % at 10 µM | actives 5% (n = 98,000) | AID 738
DAT uptake mod: changed human dopamine transporter uptake under cocaine IC80. Q01959. LLC-PK1 hDAT cells, [14C]-dopamine uptake with cocaine IC80; actives deviate in either direction. B-score at 10 µM. actives 1.3% (n = 110,000). AID 449768;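 active means Z score or B-score, a plate-position-corrected score, falls beyond the plate's 99.7% confidence bounds, in either direction; inactive means both scores lie inside the 99.7% bounds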;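 further: scored against the spread of the other compound wells on the same plate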
Pyk2 oligo antag: blocks oligomerization of human Pyk2 in cells; Q14289; Q293 cells, Pyk2 FERM NanoBiT luminescence; hits give low values; z-score (the deposit names both 25 µM and 10 µM); actives 0.83% (n = 99,000);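 active means Z-score of -3 or lower, scaled per plate to the spread of control and sample wells; inactive means z-score above -3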;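 further: negative z-score means lost luminescence so less FERM oligomerization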
CYP2C9 inh: blocks human cytochrome P450 2C9; P11712; CYP2C9 Supersomes, luciferin-H conversion, luminescence; inhibition, % at 5 µM; actives 20% (n = 96,000); AID 777;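 active means blocking of liver enzyme CYP2C9 beyond about 50% at 5 µM, limit read from the data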; further: values of inactives mirror those of a sister screen read the other way
E coli WT exp: growth inhibitors of E. coli BW25113 wild type; OD600 absorbance; growth inhibition, % at 100 µM; actives 0.15% (n = 98,000);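 active means growth inhibition above about 50% at one test dose, limit read from the data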;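 further: growth measured after 20 h incubation at 37 °C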
PTPN22 inh 2: blocks human PTPN22 phosphatase activity | Q9Y2R2 | recombinant LYP catalytic domain, DiFMUP fluorescence | inhibition, % at 2 µM | actives 0.21% (n = 96,000);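 active means inhibition at 2 µM at or above a set limit, the screen mean plus 3 SD, cut at about 24% in these data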;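 further: 0% = DMSO with enzyme and 100% = enzyme fully blocked by orthovanadate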
* = called active by the depositor; · = no result given. Unless noted, no stated cut-off is given here; in the data, active means inhibition above about 30%; inactive means the rest. No enrichment for hits (roughly 24% active in at least one column).

Compound	Pyk2 oligo antag	PostGolgi ctrl	PostGolgi yeast	LYP act	CYP2C9 inh	CYP2C9 act	PTPN22 inh 2	E coli WT exp	DAT uptake mod
Nc1cc(=O)[nH]c(SCc2nnc(-c3ccccc3)o2)n1	0.16	4	1	-6	-3	1	3	9	-0.45
CCC(=O)c1ccc(N2CCCC2)c(F)c1	0.69	·	·	-6	·	·	6	·	0.22
COc1ccc(CN2CCN(C(=O)c3ccco3)CC2)cc1	0.5	8	0	-36	-17	1.2	37*	0	1
CCOc1cc(C(=O)Nc2ccc(N3CCN(S(C)(=O)=O)CC3)cc2)cc(OCC)c1OCC	-0.59	4	-4	-6	-8	1.1	8	-4	-0.12
COc1ccc(C(=O)Nc2cc(OC)c(NC(=O)c3ccco3)cc2OC)cc1	0.26	13	-13	5	17	0.8	-2	-4	0.29
O=C(NCCCN1CCOCC1)c1csc2c1CCCC2	2.3	12	4	-1	-21	1.2	1	-2	-1.5
Cc1ccc(Cn2ccc(-c3cnc(-c4ccccc4)s3)n2)cc1	-1.1	12	-10	7	7	0.9	-6	-15	-0.45
Cc1nc(/C=[N+](\[O-])C(C)(C)/C=N/O)n(O)c1C	0.24	6	4	-8	-22	1.2	10	-8	0.43
CCOC(=O)c1cc(=O)n(Cc2ccccc2C)c2ccccc12	-2.3	13	3	-7	34	0.7	6	-5	-0.0081
O=C(c1cccs1)N1CCCC(c2nc(-c3ccc(F)cc3)no2)C1 (centres undefined)	1	44*	5	-6	77*	0.2	9	2	1.5
O=C(c1ccco1)n1nc(-c2ccco2)nc1SCc1ccccc1	1.1	11	0	-2	18	0.8	4	-10	-1
CCCCNC(=S)Nc1ccccc1F	-0.07	-11	-3	17	7	0.9	-16	7	-0.53
Cc1nnc(SCc2ccc(Cl)cc2)n1CC1CCCO1 (centres undefined)	0.61	-3	-4	-5	-2	1	6	8	0.77
COc1cc(N)ccc1NC(=O)c1cccs1	-1.1	11	0	-2	-55	1.6	-2	-1	-0.76
COCC(C)NC(=O)c1cc(-c2ccc(O)cc2)on1 (centres undefined)	·	0	2	0	-138	2.4*	0	8	-0.01
CCOC(=O)c1sc2nc(N3CCOCC3)c3c(c2c1N)CCC3	-1.8	17	1	1	48	0.5	-4	1	-0.018
Cc1ccc(S(=O)(=O)N(C)Cc2ccc(-c3nnc4n3CCC4)cc2)cc1	-1.1	33*	-1	8	41	0.6	-9	-3	2.2*
O=C(NCc1ccco1)C1CC(c2c(Cl)cccc2Cl)=NO1 (centres undefined)	·	-6	-1	2	-134	2.3*	2	2	0.14
Cc1ccc(/C=[N+](/[O-])C2SC(=S)N(C)C2(C)C)cc1 (centres undefined)	0.25	4	15	2	8	0.9	-2	6	-0.25
CC(O)CNC(=O)C1CCN(Cc2ccc(OCc3ccccc3)cc2)CC1 (centres undefined)	0.3	-1	-3	0	32	0.7	-3	5	-0.039
C(=N\n1cnnc1)/c1cccn1-c1ccccc1	0.72	3	-1	-6	16	0.8	10	7	0.11
Cc1ccc(N(CC(=O)N/N=C/c2cccs2)S(C)(=O)=O)cc1Cl	-2.9	6	-2	-4	69*	0.3	4	0	0.39
CCc1ccc(NC(=O)CN(c2cccc(C)c2)S(C)(=O)=O)cc1	-2.1	-6	7	-4	39	0.6	1	-2	0.014
COC(=O)c1cc(NC(=O)c2nccnc2C(=O)O)cc(C(=O)OC)c1	·	26	-5	-1	2	1	1	0	-0.015
O=C(NNC(=O)c1cc2cc3ccccc3nc2s1)c1cccc(C(F)(F)F)c1	0.06	1	-12	-1	11	0.9	4	0	·
CCN1CCN(CCNC(=O)c2cn(C(C)c3ccccc3F)nn2)CC1 (centres undefined)	-0.56	-3	-5	9	-20	1.2	-12	7	0.61
Cc1cc(NC(=O)Cn2c(=O)c3c(ncn3CCC(C)C)n(Cc3ccccc3)c2=O)no1	1.6	22	2	-4	·	·	2	-5	0.34
COC(=O)c1cc(C#N)c(NCc2ccc(Cl)cc2Cl)nc1C	1.4	8	8	1	12	0.9	1	-7	0.97
CCN1CCN(C(c2ccc(F)cc2)c2nnnn2Cc2cccs2)CC1 (centres undefined)	0.48	9	15	·	5	1	·	0	-0.05
CCOC(=O)C1CCN(C(=O)CSc2ccc(Cl)cc2)CC1	2.2	·	·	-3	·	·	3	·	-0.96
Cc1cc(N2CCN(c3ccccn3)CC2)n2nc(C)nc2n1	0.36	·	·	-6	·	·	3	·	0.71
CCc1cccc(OCC(=O)Nc2ccc(S(=O)(=O)Nc3onc(C)c3C)cc2)c1	·	12	3	·	80*	0.2	·	12	·
O=C(CN(Cc1ccc2c(c1)OCO2)C(=O)CSc1nc2ccccc2o1)NC1CCCCC1	-0.54	4	5	6	96*	0	-8	2	-0.83
Clc1ccc(COc2ccccn2)cc1Cl	-0.01	-5	2	-4	2	1	1	8	0.37
CCN(C1CCS(=O)(=O)C1)S(=O)(=O)c1cccs1 (centres undefined)	1.8	1	-4	-12	1	1	11	4	-0.46
O=C(O)CS(=O)(=O)CC(=O)O	-0.74	-2	11	4	14	0.9	-1	1	-0.57
CCCC(NS(=O)(=O)c1ccc(Br)cc1)C(=O)O (centres undefined)	1.5	-6	1	6	18	0.8	-8	3	-1.1
CN(C)c1ccc(/C=[N+](\[O-])C(C)(C)/C=N/O)cc1	1.4	5	-5	8	-13	1.1	-8	9	-1.6
CCCCN(CCCNc1ncnc2nc[nH]c12)c1ccccc1	·	23	-5	·	56*	0.4	·	3	1.1
COc1ccc(-c2nnc(SCC(=O)NC(C)c3ccccc3)o2)cc1 (centres undefined)	·	15	1	0	-32	1.3	-1	1	1.4
Cc1nc(CSc2nnc3scc(-c4ccc(Cl)cc4)n23)cs1	0.16	12	5	0	31	0.7	-1	5	0.18
c1ccc(Cc2nnc3sc(Nc4ccccc4)nn23)cc1	-2.1	-4	-2	-3	-1	1	1	-5	-0.0038
COCC(=O)Nc1cc(OC)c(Cl)cc1OC	1.6	6	0	6	16	0.8	-6	7	-0.75
CC(C)(C)NC(=O)CSc1nc(-c2ccccc2)c(-c2ccccc2)[nH]1	-1.1	15	-7	-6	12	0.9	5	-7	0.24
Cc1ccc(-c2cc(-c3nnc(SCC(=O)NC(C)C(C)C)n3N)c3ccccc3n2)cc1 (centres undefined)	0.37	1	-8	0	33	0.7	-3	0	-0.054
CCOc1ccc(-c2nnn(CC(=O)NCc3ccc(F)cc3)n2)cc1OCC	0.76	9	-10	10	35	0.7	-12	-7	-0.71
CCn1ncc2c1C(=O)NC1c3ccccc3C(=O)N21 (centres undefined)	0.38	3	12	0	3	1	0	3	-0.72
CCCCC(=O)Nc1ccc2c(c1)nc1n2CCOC1	0.36	12	0	10	-13	1.1	-13	2	-0.27
COc1ccccc1CNC(=O)c1cccc(N(C)C)c1	0.06	5	3	0	-132	2.3*	1	-1	0.95
CC1CN(c2oc(COc3ccc(Cl)cc3Cl)nc2C#N)CC(C)O1 (centres undefined)	-0.39	27	-3	-2	·	·	4	-12	0.85
Cc1ccc(S(=O)(=O)N(C)CC(=O)N2CCN(C(=O)c3ccco3)CC2)cc1	0.85	20	-3	3	-4	1	-4	-4	0.93

5 compounds from above, reduced to PTPN22 inh 2.
mol | PTPN22 inh 2
c1ccc(Cc2nnc3sc(Nc4ccccc4)nn23)cc1 | 1
CN(C)c1ccc(/C=[N+](\[O-])C(C)(C)/C=N/O)cc1 | -8
Cc1ccc(S(=O)(=O)N(C)CC(=O)N2CCN(C(=O)c3ccco3)CC2)cc1 | -4
Cc1nc(CSc2nnc3scc(-c4ccc(Cl)cc4)n23)cs1 | -1
O=C(O)CS(=O)(=O)CC(=O)O | -1

2 entries from above, as labelled records:
structure: O=C(NCCCN1CCOCC1)c1csc2c1CCCC2
  Pyk2 oligo antag = 2.3
  PostGolgi ctrl = 12
  PostGolgi yeast = 4
  LYP act = -1
  CYP2C9 inh = -21
  CYP2C9 act = 1.2
  PTPN22 inh 2 = 1
  E coli WT exp = -2
  DAT uptake mod = -1.5
structure: O=C(CN(Cc1ccc2c(c1)OCO2)C(=O)CSc1nc2ccccc2o1)NC1CCCCC1
  Pyk2 oligo antag = -0.54
  PostGolgi ctrl = 4
  PostGolgi yeast = 5
  LYP act = 6
  CYP2C9 inh = 96*
  CYP2C9 act = 0
  PTPN22 inh 2 = -8
  E coli WT exp = 2
  DAT uptake mod = -0.83

Reprinted at random: 7 entries already listed
Compound	Pyk2 oligo antag	PostGolgi ctrl	PostGolgi yeast	LYP act	CYP2C9 inh	CYP2C9 act	PTPN22 inh 2	E coli WT exp	DAT uptake mod
COc1ccc(-c2nnc(SCC(=O)NC(C)c3ccccc3)o2)cc1 (centres undefined)	·	15	1	0	-32	1.3	-1	1	1.4
CCCCC(=O)Nc1ccc2c(c1)nc1n2CCOC1	0.36	12	0	10	-13	1.1	-13	2	-0.27
Cc1ccc(-c2cc(-c3nnc(SCC(=O)NC(C)C(C)C)n3N)c3ccccc3n2)cc1 (centres undefined)	0.37	1	-8	0	33	0.7	-3	0	-0.054
CCCC(NS(=O)(=O)c1ccc(Br)cc1)C(=O)O (centres undefined)	1.5	-6	1	6	18	0.8	-8	3	-1.1
O=C(CN(Cc1ccc2c(c1)OCO2)C(=O)CSc1nc2ccccc2o1)NC1CCCCC1	-0.54	4	5	6	96*	0	-8	2	-0.83
CC1CN(c2oc(COc3ccc(Cl)cc3Cl)nc2C#N)CC(C)O1 (centres undefined)	-0.39	27	-3	-2	·	·	4	-12	0.85
CCn1ncc2c1C(=O)NC1c3ccccc3C(=O)N21 (centres undefined)	0.38	3	12	0	3	1	0	3	-0.72
